Source: PubChem BioAssay (several laboratories)
PriA SSB inh = inhibitors of Klebsiella pneumoniae PriA binding to SSB C-terminal tail, primary screen, biochemical, AlphaScreen; PriA–SSB C-terminal tail interaction (Klebsiella pneumoniae); AlphaScreen SSBct-PriA binding, biotinylated peptide; inhibition, % at 33 µM; 430,000 tested, 0.6% active; in the data active = inhibition mostly above about 37%, no sharp cut-off; inactive = mostly below about 20%;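 also: plate controls were negative control peptide for no effect and reference peptide for full effect; strong numbers were not always called active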
Rv3671c inh = Rv3671c serine protease inhibitors, primary screen, biochemical, fluorescence polarization, M. tuberculosis H37Rv; inhibition, % at 5.96 µM; AID 2606, 2010; P9WHR9; 320,000 tested, 0.048% active; in the data active = inhibition above about 38%;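 also: extracellular domain of Rv3671c used as enzyme; 0% = enzyme with DMSO and 100% = no enzyme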
Target sequence (P9WHR9 whole entry, looked up, the tested form may be a part): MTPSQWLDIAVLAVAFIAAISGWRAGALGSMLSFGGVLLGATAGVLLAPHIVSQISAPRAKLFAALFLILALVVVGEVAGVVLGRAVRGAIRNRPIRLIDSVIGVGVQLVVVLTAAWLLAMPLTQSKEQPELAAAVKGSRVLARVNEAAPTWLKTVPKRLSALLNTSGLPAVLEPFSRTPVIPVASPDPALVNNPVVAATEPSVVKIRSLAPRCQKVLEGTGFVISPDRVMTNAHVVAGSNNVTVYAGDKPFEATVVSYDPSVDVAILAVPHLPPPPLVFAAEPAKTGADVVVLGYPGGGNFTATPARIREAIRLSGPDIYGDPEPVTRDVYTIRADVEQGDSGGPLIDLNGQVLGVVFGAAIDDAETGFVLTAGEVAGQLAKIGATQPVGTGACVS
GDH-TPI counter = GDH-TPI coupling enzyme inhibitors, primary screen, artefact control for M. tuberculosis FBA inhibitor project, biochemical, absorbance, full deck; GDH-TPI coupled enzyme counterscreen, NADH absorbance; inhibition, % at 4.8 µM; 360,000 tested, 1.2% active; AID 588335, 2011; in the data active = inhibition above about 30%;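 also: 0% = DMSO wells and 100% = wells lacking the enzyme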
FBA Mtb inh = Mtb FBA enzyme inhibitors, primary screen, biochemical, fluorescence, strain H37Rv; Fructose-bisphosphate aldolase (Mycobacterium tuberculosis (strain ATCC 25618 / H37Rv)), …; purified M. tuberculosis FBA, fluorescence read-out; inhibition, % at 1 µM; 360,000 tested, 2.3% active; AID 588726, 2011; in the data active = inhibition above about 27%;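 also: 0% = vehicle and 100% = reference inhibitor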
Target sequence (P9WQA3 whole entry, looked up): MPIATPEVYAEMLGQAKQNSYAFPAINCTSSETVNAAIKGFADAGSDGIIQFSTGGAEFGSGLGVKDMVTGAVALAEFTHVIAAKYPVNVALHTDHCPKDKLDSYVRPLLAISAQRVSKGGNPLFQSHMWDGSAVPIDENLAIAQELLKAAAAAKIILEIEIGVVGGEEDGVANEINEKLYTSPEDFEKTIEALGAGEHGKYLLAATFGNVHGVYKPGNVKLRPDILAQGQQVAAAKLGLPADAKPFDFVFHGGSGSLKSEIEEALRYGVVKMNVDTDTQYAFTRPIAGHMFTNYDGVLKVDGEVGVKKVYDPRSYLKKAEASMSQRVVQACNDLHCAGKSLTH
DUSP3 inh = VHR1 phosphatase inhibitors, primary screen, biochemical, absorbance, uHTS; 290,000 tested, 0.52% active; recombinant VHR phosphatase, pNPP absorbance; inhibition, % at 13.3 µM; in the data active = inhibition above about 50%; also: some compounds called inactive have numbers as strong as hits
Target sequence (P51452 whole entry, looked up): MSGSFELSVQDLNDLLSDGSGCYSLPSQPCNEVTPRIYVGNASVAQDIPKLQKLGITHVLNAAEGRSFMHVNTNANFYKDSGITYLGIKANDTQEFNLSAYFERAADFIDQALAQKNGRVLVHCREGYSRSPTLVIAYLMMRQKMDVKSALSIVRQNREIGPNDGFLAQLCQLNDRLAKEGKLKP
BH1578 lux ind = inducers of Vibrio cholerae quorum light production without autoinducers, primary screen, BH1578 luxS cqsA deficient, single point; AID 588436, 2011; V. cholerae BH1578 lux reporter, luminescence, 6 h; activation, % at 18.7 µM; 350,000 tested, 0.16% active; in the data active = activation mostly above about 9.7%, no sharp cut-off; also: not every result past the cut was called active; inactives centre near 0; reference of the scale not given here
MazEF act = activators of E. coli MazEF toxin-antitoxin RNase, primary screen, biochemical, fluorescence, uHTS. Endoribonuclease toxin MazF (Escherichia coli (strain K12)), P0AE70. FAM/BHQ RNA-DNA oligo cleavage fluorescence, 5 h. activation, % at 20 µM. 350,000 tested, 0.32% active. AID 504720, 2011; in the data active = activation above about 50%
Target sequence (P0AE70 whole entry, looked up): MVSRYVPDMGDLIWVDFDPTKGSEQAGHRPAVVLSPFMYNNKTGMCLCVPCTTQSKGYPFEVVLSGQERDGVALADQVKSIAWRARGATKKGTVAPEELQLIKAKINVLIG
Mtb UGM inh = M. tuberculosis UGM enzyme inhibitors, primary screen, biochemical, fluorescence polarization, single point; purified UGM, fluorescence polarization probe displacement; inhibition, % at 10 µM; 320,000 tested, 0.06% active; in the data active = inhibition above about 10%, passing the limit was not always enough
3CLpro inhibitor = SARS-CoV 3CLpro protease inhibitors, primary screen, biochemical, quenched FRET; Replicase polyprotein 1ab (Severe acute respiratory syndrome coronavirus), P0C6X7; 290,000 tested, 0.14% active; inhibition, % at 6 µM; AID 1706, 2009; recombinant SARS-CoV 3CLpro, quenched FRET peptide cleavage; in the data active = inhibition above about 12%
Mtb BioA inh = M. tuberculosis BioA enzyme inhibitors, primary screen, biochemical, plate reader, single point, HTS; 7,8-diaminopelargonic acid synthase BioA (Mycobacterium tuberculosis); purified M. tuberculosis BioA enzyme; inhibition, % at 9.99 µM; 360,000 tested, 0.096% active; in the data active = inhibition above about 40%
Numbers without * were called inactive.

The opening four records, ahead of the listing:
CCOc1cc(/C=N/O)cc(Br)c1OCc1ccc(Cl)cc1 was read as Rv3671c inh -27, GDH-TPI counter 8, FBA Mtb inh -9, DUSP3 inh 2, BH1578 lux ind inactive, MazEF act -24, Mtb UGM inh -1.6, 3CLpro inhibitor 5 and Mtb BioA inh -2.0.
`CCC(=O)c1ccc(Oc2ccc(C(=O)c3ccc(C)cc3)cc2[N+](=O)[O-])cc1` gave PriA SSB inh -3, Rv3671c inh -3, GDH-TPI counter -4, FBA Mtb inh -10, DUSP3 inh 6, BH1578 lux ind -0.2, MazEF act 0, Mtb UGM inh 0.2 and 3CLpro inhibitor 0.
`C[n+]1c(-c2ccccc2)cc2c(=Cc3ccc([N+](=O)[O-])cc3)c3ccccc3n21` gave PriA SSB inh 34, GDH-TPI counter 9, FBA Mtb inh -3, BH1578 lux ind inactive and MazEF act 15.
For Cc1cccc(/C=C/c2onc(C)c2[N+](=O)[O-])n1 the results were PriA SSB inh -1, Rv3671c inh 5, MazEF act 3 and Mtb UGM inh -1.7.

All compounds of this part, previewed entries included:
CCOc1cc(/C=N/O)cc(Br)c1OCc1ccc(Cl)cc1 was read as Rv3671c inh -27, GDH-TPI counter 8, FBA Mtb inh -9, DUSP3 inh 2, BH1578 lux ind inactive, MazEF act -24, Mtb UGM inh -1.6, 3CLpro inhibitor 5 and Mtb BioA inh -2.0.
`CCC(=O)c1ccc(Oc2ccc(C(=O)c3ccc(C)cc3)cc2[N+](=O)[O-])cc1` gave PriA SSB inh -3, Rv3671c inh -3, GDH-TPI counter -4, FBA Mtb inh -10, DUSP3 inh 6, BH1578 lux ind -0.2, MazEF act 0, Mtb UGM inh 0.2 and 3CLpro inhibitor 0.
`C[n+]1c(-c2ccccc2)cc2c(=Cc3ccc([N+](=O)[O-])cc3)c3ccccc3n21` gave PriA SSB inh 34, GDH-TPI counter 9, FBA Mtb inh -3, BH1578 lux ind inactive and MazEF act 15.
For Cc1cccc(/C=C/c2onc(C)c2[N+](=O)[O-])n1 the results were PriA SSB inh -1, Rv3671c inh 5, MazEF act 3 and Mtb UGM inh -1.7.
`CCOC(=O)C1=C(CC)OC(N)=C(C#N)C1c1ccc(OC)c(OC)c1OC` (configuration not stated) gave PriA SSB inh -14, Rv3671c inh 2, GDH-TPI counter -2, FBA Mtb inh 4, DUSP3 inh 24, BH1578 lux ind 0.3, MazEF act -43, Mtb UGM inh -0.7, 3CLpro inhibitor -2 and Mtb BioA inh -3.8.
Screening CC(C)C(NC(=O)c1ccc(F)cc1)C(=O)NC1(C)CCS(=O)(=O)C1 (configuration not stated) returned PriA SSB inh -12, Rv3671c inh -4, GDH-TPI counter 0, FBA Mtb inh -4, BH1578 lux ind inactive, MazEF act -2, Mtb UGM inh 2.1 and Mtb BioA inh -0.9.
CCCCNC(=O)c1sc(=S)n2c1[nH]c(=O)c1ccc(C(=O)NCCc3ccc(OC)c(OC)c3)cc12 was read as PriA SSB inh -15, Rv3671c inh -6, GDH-TPI counter 10, FBA Mtb inh 2, DUSP3 inh 18, BH1578 lux ind -0.3, MazEF act -7, Mtb UGM inh 4.2, 3CLpro inhibitor -1 and Mtb BioA inh 0.0.
For COc1ccc(Cl)cc1NC(=O)CN1C(=O)C(=O)N(C2CCCC2)C1=O the results were GDH-TPI counter 3, FBA Mtb inh -1, BH1578 lux ind inactive, MazEF act 3 and Mtb BioA inh -0.5.
`CN(CC(=O)Nc1c(Cl)cccc1Cl)C(=O)C1=COCCO1` gave PriA SSB inh -4, Rv3671c inh -2, GDH-TPI counter 3, FBA Mtb inh 0, BH1578 lux ind inactive, MazEF act 3, Mtb UGM inh -1.3 and Mtb BioA inh -2.2.
O=S(=O)(NCC1(N2CCOCC2)CCCCC1)c1ccc(Cl)cc1C(F)(F)F was read as PriA SSB inh -7, Rv3671c inh 3, GDH-TPI counter -2, FBA Mtb inh 3, DUSP3 inh 14, BH1578 lux ind inactive, MazEF act -2, Mtb UGM inh 0.6, 3CLpro inhibitor -4 and Mtb BioA inh -0.5.
For CC(C)Cn1cnc2sc3c(c2c1=N)CCCC3 the results were PriA SSB inh 4, Rv3671c inh -5, GDH-TPI counter 3, FBA Mtb inh 1, DUSP3 inh 19, BH1578 lux ind inactive, MazEF act 3, Mtb UGM inh -0.4 and 3CLpro inhibitor 2.
Screening CCN(C(=O)COC(=O)CCCN1C(=O)c2cccc3cccc(c23)C1=O)C1CCS(=O)(=O)C1 (configuration not stated) returned PriA SSB inh -1, Rv3671c inh 10, GDH-TPI counter 17, FBA Mtb inh 33*, BH1578 lux ind 5.6, MazEF act 10, Mtb UGM inh -0.8 and Mtb BioA inh -1.0.
Screening COc1ccc(S(=O)(=O)N2CCN(C(=O)C3CCC3)CC2)cc1 returned PriA SSB inh 1, Rv3671c inh 0, GDH-TPI counter -1, FBA Mtb inh 1, BH1578 lux ind inactive, MazEF act 1, Mtb UGM inh 0.2 and Mtb BioA inh 0.7.
Cc1cc(CNC(=O)C2CCC(=O)N(Cc3ccccc3F)C2)on1 (configuration not stated) was read as PriA SSB inh 7, Rv3671c inh 0, GDH-TPI counter 6, FBA Mtb inh -1, DUSP3 inh 23, BH1578 lux ind -0.8, MazEF act 5, Mtb UGM inh -1.4, 3CLpro inhibitor 6 and Mtb BioA inh 0.8.
For COc1ccc(N2CCN(c3ncnc4c3[nH]c3ccccc34)CC2)cc1 the results were PriA SSB inh 7, Rv3671c inh 1, GDH-TPI counter 3, FBA Mtb inh 0, DUSP3 inh 7, BH1578 lux ind -12, MazEF act 8, Mtb UGM inh 0.0 and 3CLpro inhibitor 4.
Screening CCOc1ccccc1NC(=O)C1CCN(C(=O)NCc2ccccc2)CC1 returned PriA SSB inh -7, Rv3671c inh -50, GDH-TPI counter 8, FBA Mtb inh 1, DUSP3 inh -5, BH1578 lux ind 0.7, MazEF act 14, Mtb UGM inh -1.5, 3CLpro inhibitor -3 and Mtb BioA inh -1.8.
For CCOC(=O)c1c(-c2ccccc2)oc2ccc(OC(C)C(=O)O)cc12 (configuration not stated) the results were PriA SSB inh -23, Rv3671c inh 3, GDH-TPI counter 14, FBA Mtb inh 165*, DUSP3 inh 29, BH1578 lux ind -0.3, MazEF act -11, Mtb UGM inh 2.7, 3CLpro inhibitor 3 and Mtb BioA inh 0.0.
`COc1ccccc1-c1cc(C(=O)NCCCn2ccnc2)no1` gave PriA SSB inh 4, Rv3671c inh -4, GDH-TPI counter 8, FBA Mtb inh 7, DUSP3 inh -17, BH1578 lux ind inactive, MazEF act -4, Mtb UGM inh 1.9 and 3CLpro inhibitor -6.
For CSCc1ccc(C(=O)Nc2cc(C)cc(C)c2)cc1 the results were PriA SSB inh -14, Rv3671c inh 6, GDH-TPI counter 10, FBA Mtb inh 2, DUSP3 inh -11, BH1578 lux ind -0.3, MazEF act 0, Mtb UGM inh -0.1 and 3CLpro inhibitor 0.
For COc1cc(Cl)c(C)cc1NC(=O)COc1ccc(C)nc1[N+](=O)[O-] the results were PriA SSB inh -1, GDH-TPI counter 0, FBA Mtb inh -2, BH1578 lux ind -2.9, MazEF act 5 and Mtb BioA inh 0.0.
`C=CCOc1nc2c(c(=O)n(C)c(=O)n2C)n1Cc1c(Cl)cccc1Cl` gave PriA SSB inh -5, Rv3671c inh 2, GDH-TPI counter 2, FBA Mtb inh 2, DUSP3 inh 17, MazEF act -2, Mtb UGM inh 1.3, 3CLpro inhibitor 2 and Mtb BioA inh -1.1.
CCC(C)n1c(O)c(C=NCc2cccnc2)c(=O)[nH]c1=S (configuration not stated) was read as PriA SSB inh 3, Rv3671c inh 0, GDH-TPI counter 30, FBA Mtb inh -2, DUSP3 inh 25, BH1578 lux ind -1.0, MazEF act 6, Mtb UGM inh 4.2 and 3CLpro inhibitor 2.
For O=C(c1cccc(S(=O)(=O)NCc2ccccc2)c1)N1CCN(c2cccc(C(F)(F)F)c2)CC1 the results were PriA SSB inh 3, Rv3671c inh -6, GDH-TPI counter -2, FBA Mtb inh -2, DUSP3 inh 14, BH1578 lux ind inactive, MazEF act -4, Mtb UGM inh 1.4, 3CLpro inhibitor 4 and Mtb BioA inh -0.1.
COc1ccc(OC)c(C(=O)NC(CC(N)=O)c2ccc(N3CCN(c4ccccc4)CC3)c([N+](=O)[O-])c2)c1 (configuration not stated) was read as PriA SSB inh 8, Rv3671c inh 1, GDH-TPI counter 5, FBA Mtb inh 2, DUSP3 inh 17, BH1578 lux ind -3.0, MazEF act 0, Mtb UGM inh 2.1, 3CLpro inhibitor 1 and Mtb BioA inh 1.8.
`C=CCn1c(C)cc(C(=O)CSc2nc(N)cc(N)n2)c1C` gave PriA SSB inh 12, Rv3671c inh 4, GDH-TPI counter -5, FBA Mtb inh 0, DUSP3 inh 14, BH1578 lux ind -0.2, MazEF act 6, Mtb UGM inh -0.9 and 3CLpro inhibitor 3.
`O=C(NCCCCCCNC(=O)c1cncc(O)c1)c1cncc(O)c1` gave PriA SSB inh -8, Rv3671c inh 5, GDH-TPI counter 17, FBA Mtb inh 19, DUSP3 inh 21, BH1578 lux ind -0.5, MazEF act 7, Mtb UGM inh -2.9 and 3CLpro inhibitor -4.
O=C(Nc1ccccc1)Nc1nc(-c2ccccc2)cs1 was read as PriA SSB inh -2, Rv3671c inh -5, GDH-TPI counter -1, FBA Mtb inh -1, DUSP3 inh 8, BH1578 lux ind -0.4, MazEF act -10, Mtb UGM inh -4.4 and 3CLpro inhibitor 7.
For O=C(Cc1c(F)cccc1Cl)NC1=NCCS1 the results were PriA SSB inh -5, Rv3671c inh -11, GDH-TPI counter 8, FBA Mtb inh 2, DUSP3 inh 22, BH1578 lux ind -0.2, MazEF act -7, Mtb UGM inh -2.0 and 3CLpro inhibitor 6.
Screening COC(=O)c1ccc(CNC(=O)c2ccc3oc(C(C)C)nc3c2)cc1 returned PriA SSB inh -2, Rv3671c inh -3, GDH-TPI counter 5, FBA Mtb inh 1, DUSP3 inh 2, BH1578 lux ind -0.7, MazEF act 5, Mtb UGM inh 1.1, 3CLpro inhibitor -1 and Mtb BioA inh 0.2.
Screening Cc1nn(CC(=O)NNC(=S)NCC2CCCO2)c(C)c1Br (configuration not stated) returned PriA SSB inh 6, Rv3671c inh -6, GDH-TPI counter -8, FBA Mtb inh -1, DUSP3 inh -16, BH1578 lux ind -0.4, MazEF act 14, Mtb UGM inh -0.5, 3CLpro inhibitor -4 and Mtb BioA inh -0.9.
For CCOc1cc(C(N)=O)cc(Br)c1OCC the results were PriA SSB inh -7, Rv3671c inh -5, GDH-TPI counter 2, FBA Mtb inh 0, DUSP3 inh 0, BH1578 lux ind inactive, MazEF act 11, Mtb UGM inh -1.9 and 3CLpro inhibitor 0.
For Cc1ccc(C)c(-c2csc(-c3cccnc3)n2)c1 the results were PriA SSB inh -26, Rv3671c inh 1, GDH-TPI counter 13, FBA Mtb inh 3, DUSP3 inh 10, BH1578 lux ind -3.2, MazEF act -2, Mtb UGM inh 0.7, 3CLpro inhibitor 4 and Mtb BioA inh 3.6.

An excerpt (hit frequency here may not be typical).
